# Furin inh: blocks human furin protease activity | inhibition, % at 30 µM | 0.061% of 220,000 active | purified furin, fluorogenic substrate cleavage | P09958; in the data active = inhibition above about 25%; also: inactives centre near -15
# Rad51 HR inh: Rad51 (human) homologous recombination inhibition. Q06609. hRad51 DNA strand exchange, fluorescence dequenching. inhibition, % at 10 µM. 0.085% of 200,000 active. AID 1385;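 active = inhibition above 40% at the single screening dose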;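 also: 0% = DMSO control wells and 100% = blanks with heterologous ssDNA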
# Target sequence (Q06609 whole entry, looked up): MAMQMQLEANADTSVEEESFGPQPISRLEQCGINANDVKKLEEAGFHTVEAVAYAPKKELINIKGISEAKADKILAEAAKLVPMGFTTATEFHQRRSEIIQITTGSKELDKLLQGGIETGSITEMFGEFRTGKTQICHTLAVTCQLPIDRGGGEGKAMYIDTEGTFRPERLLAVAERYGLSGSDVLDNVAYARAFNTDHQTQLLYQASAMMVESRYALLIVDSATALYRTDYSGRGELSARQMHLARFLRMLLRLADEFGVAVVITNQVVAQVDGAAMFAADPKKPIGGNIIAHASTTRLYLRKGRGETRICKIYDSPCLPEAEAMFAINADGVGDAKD
#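 Material: Human Rad51 nucleoprotein filaments preassembled on unlabelled ssDNA | Also added: Labelled 47-mer dsDNA for strand exchange | Dosing: Single dose, 10 µM final compound | Schedule: 30-min compound preincubation and 15-min exchange, both room temperature | Technique: Fluorescence dequenching at 485/520 nm | Measure: Percent inhibition relative to plate controls and blanks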
# hK5 inh: inhibitors of human kallikrein 5. Q9Y337. recombinant hK5, fluorogenic AMC substrate cleavage. inhibition, % at 5 µM. 0.59% of 210,000 active. AID 873;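 active = inhibition of 40% or more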;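 also: 0% = enzyme controls without compound and 100% = no-enzyme blanks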
# eIF4E 4G PPI: inhibitors of eIF4E and eIF4G interaction in translation initiation. P63073+Q04637. TR-FRET eIF4E-eIF4GI(517-606) binding, 2 h. 0.37% of 220,000 active. inhibition, % at 21.7 µM;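 also: 0% = full FRET control wells and 100% = background wells lacking eIF4GI fragment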
# Thrombin inh: thrombin (human) inhibition; P00734; alpha-thrombin, Boc-VPR-AMC fluorogenic substrate cleavage; inhibition, % at 5 µM; 0.26% of 220,000 active; AID 1046;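 active = inhibition at or above 40%; inactive = inhibition below 40%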;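 also: 0% = enzyme with no compound and 100% = wells without enzyme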
#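 signal = AMC fluorescence, 355/460 nm | material = human alpha-thrombin enzyme | control set = enzyme without compound as high, wells lacking enzyme as low | times = reaction at room temperature | read-out basis = percent inhibition scaled between no-compound controls and no-enzyme blanks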
# NCF1 inh: inhibitors of human p47phox binding. P14598. p47phox/p22phox peptide binding, fluorescence polarization, 2 h. inhibition, % at 24.7 µM. 0.53% of 220,000 active;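 also: 0% = p47phox with labelled peptide and 100% = labelled peptide alone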
# Target sequence (P14598 whole entry, looked up): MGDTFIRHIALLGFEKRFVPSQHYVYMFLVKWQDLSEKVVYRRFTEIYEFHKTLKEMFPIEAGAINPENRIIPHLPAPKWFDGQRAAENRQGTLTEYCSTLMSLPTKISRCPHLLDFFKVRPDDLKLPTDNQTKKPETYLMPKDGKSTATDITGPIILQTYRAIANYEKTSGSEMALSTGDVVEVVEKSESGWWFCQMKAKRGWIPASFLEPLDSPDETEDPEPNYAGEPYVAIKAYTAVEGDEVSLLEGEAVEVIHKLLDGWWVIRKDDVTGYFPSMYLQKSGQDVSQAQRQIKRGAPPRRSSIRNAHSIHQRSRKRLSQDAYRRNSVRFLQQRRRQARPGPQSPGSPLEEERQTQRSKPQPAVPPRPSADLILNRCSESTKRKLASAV
# EBV gp42 block: inhibitors of Epstein-Barr virus glycoprotein 42. Q1HVG2. Fluorescence polarization binding assay, mP read-out. inhibition, % (tested at 21.74 µM). 0.42% of 220,000 active; in the data active = inhibition above about 50%
# 14-3-3 Bad inh: disrupts binding of bovine 14-3-3 zeta to phospho-Bad peptide; P63103; TR-FRET 14-3-3zeta/Dy647-pBad peptide displacement, 1 h; inhibition, % at 21.7 µM; 0.71% of 220,000 active; AID 781;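 active = inhibition above about 70%, limit read from the data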;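 also: 0% = full 14-3-3 plus peptide FRET controls and 100% = background without 14-3-3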
# Target sequence (P63103 whole entry, looked up): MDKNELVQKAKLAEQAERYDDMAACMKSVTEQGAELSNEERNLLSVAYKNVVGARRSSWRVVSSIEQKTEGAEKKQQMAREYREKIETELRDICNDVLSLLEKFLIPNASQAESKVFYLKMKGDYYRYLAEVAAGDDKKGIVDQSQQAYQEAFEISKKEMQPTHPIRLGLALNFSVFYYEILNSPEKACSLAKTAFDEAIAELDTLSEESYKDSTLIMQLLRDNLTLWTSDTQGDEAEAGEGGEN
# KCC2 mod: modulates chloride dependent transport by human KCC2. Q9H2X9. KCC2 cells, thallium flux FluoZin-2 fluorescence. B-score of Tl+ flux slope (higher = more flux/activation; lower = inhibition) at 10 µM. 2.2% of 190,000 active. AID 1456;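 active = thallium flux slope and its plate-corrected score both differing from the plate sample mean at a set confidence after two filtering rounds, in either direction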;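 also: slope of fluorescence scaled to starting intensity during 10 to 20 s after thallium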
# Starred values were filed as active, the others as inactive; x = not tested or not shown; [ ] = dose if it differs, or a comment.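 The calls were made as follows, unless noted: active = inhibition above about 30% (limit read from the data); inactive = the rest.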
SMILES,Furin inh,Rad51 HR inh,hK5 inh,eIF4E 4G PPI,Thrombin inh,NCF1 inh,EBV gp42 block,14-3-3 Bad inh,KCC2 mod
CC(=O)C1=C(O)C(=O)N(CCC(=O)O)C1c1ccccc1Cl (centres undefined),-11[20 µM],-2,25,-2,24,-8,4,50,2.1
O=C(NNC(=O)c1cccs1)c1ccc(Cl)cc1,-7,x,-6,2,8,-20,6,-8,-0.39
Cc1ccc(NC(=O)Cn2c(=O)n(Cc3ccco3)c(=O)c3ccccc32)c(C)c1,-17[20 µM],2,-2,1,2,-7,-4,1,1.3
OCC1(CCCc2ccccc2)CCN(Cc2cnc(N3CCOCC3)s2)CC1,-24,x,x,-1,-1,-3,-12,-4,-0.017
O=C(NCc1ccccc1)C1CCN(S(=O)(=O)N2CCCCCC2)CC1,-22[20 µM],3,-21,0,1,-10,7,1,-0.84
Fc1ccccc1-c1n[nH]c(=S)n1/N=C/c1c[nH]c2ccccc12,-27,3,0,-10,-1,-8,-3,0,-0.63
O/N=C1/CCCSc2ccccc21,-39,1,9,-2,3,-12,-32,0,0.14
O=c1cnnc(NCc2ccccc2)[nH]1,-5[20 µM],5,-19,-4,-4,-19,-14,8,-0.33
COc1cccc2c(=O)cc(C)n(CC(=O)Nc3cccc(C)c3)c12,-15,x,-10,2,1,-7,-5,3[fluorescence artefact?],1
NC(=O)N/N=C/c1c(F)cccc1F,-2,-1,-21,0,-10,6,-1,-19[fluorescence artefact?],0.24
CC(=O)N1CCC(N(CCN2CCOCC2)C(=S)Nc2cc(C)ccc2C)CC1,-2,-6,51*,-3[fluorescence artefact?],23,-10,2,18[fluorescence artefact?],0.028
COc1ccc(OC)c(N(CC(=O)Nc2ccc(NC(C)=O)cc2)S(C)(=O)=O)c1,-17[20 µM],-4,-20,-1,-5,-3,-12,-1,0.28
CCCCNc1n[n+](C)c(-c2cccc(C)c2)s1,-21,x,3,-6,2,-4,-11,-8,0.68
CC1CCCCC1NC(=O)/C(C#N)=C/C=C/c1ccccc1[N+](=O)[O-] (centres undefined),-15,2,-2,1,-2,4,4,-3,0.86
CC(=O)/C=C1\N(C)c2ccc(C)cc2C1(C)C,-25,-3,2,0,10,-186,-25,-4,-0.6
Cc1ccc2nc(Nc3ccc4[nH]c(=O)[nH]c4c3)c(-n3nc(C)cc3C)nc2c1,-12[20 µM],-6,-16,-6,-18,-18,-8,-2,-0.3
CCOC(CNc1ncnc2c1cnn2C)OCC,-25,1,0,-6,-4,-12,-9,-12,0.13
O=c1[nH]c(CN2CCN(C/C=C/c3ccccc3)CC2)nc2ccccc12,-19[20 µM],-5,-2,1[fluorescence artefact?],-13,7,-2,-7,-0.05
COc1ccc(-c2cc(-c3ccc(OC)cc3)nc(-c3ccc4c(c3)NC(=O)CO4)c2)cc1,-6[20 µM],-2,-3,3,2,-17,-22,-1,0.16
CC(C)(C)NCC(O)COc1ccc(Br)cc1 (centres undefined),-18,-20,-4,1,-2,-2,-9,1,0.74
O=C(CC(Sc1n[nH]c(-c2ccccc2)n1)c1ccccc1)NCc1ccccc1 (centres undefined),-14,-7,-3,-3,-9,-9,10,10,0.59
CC(C)(C)NC(=S)NC(=O)C12CC3CCC(CC(C3)C1)C2,-10,9,-8,-4[fluorescence artefact?],-11,-3,-6,3,0.3
O=C(COCc1ccccc1)N[C@@H](Cc1ccc(O)cc1)C(=O)O,-40,-4,3,3,5,-2,-10,-1,-0.11
CCCCCOCC1CC(C/C(C)=N/Nc2nc(-c3ccccc3)cs2)C(=O)O1 (centres undefined),-10[20 µM],62*,-7,8,3,0,-2,81*,x
CS(=O)(=O)N(CC(=O)Nc1ccc2c(c1)OCO2)Cc1ccc(Cl)cc1,-17[20 µM],9,-12,-8,-3,0,5,-11[fluorescence artefact?],-1.9
# (cont.)
SMILES,Furin inh,Rad51 HR inh,hK5 inh,eIF4E 4G PPI,Thrombin inh,NCF1 inh,EBV gp42 block,14-3-3 Bad inh,KCC2 mod
COc1ccc(-c2cc(C(F)(F)F)n3nc(C(=O)NCCN4CCOCC4)cc3n2)cc1,-28,7,6,2,-2,-6,-6,-4,-0.61
COCCN(C(=O)CCCC(=O)Nc1ccccn1)C(C(=O)NC1CCCC1)c1ccc(C)cc1 (centres undefined),-10,-1,-24,5,6,-15,-20,4,-0.11
COc1cc(NS(=O)(=O)c2cc(C(=O)N3CCN(C(C)=O)CC3)ccc2OC)cc(OC)c1,-29,-6,-5,-1,x,2,-21,0,0.96
CCN(CC(=O)NCCc1ccccc1)S(=O)(=O)c1ccc(C)cc1,-4,-4,-11,-1[fluorescence artefact?],1,-5,4,4,0.072
c1ccc2sc(NC3=NCN(C4CCCCC4)CN3)nc2c1,0[20 µM],-4,-12,5,-1,1,-1,-2,0.13
Cc1ccccc1NC(=O)c1cc(C(=O)c2cc(Cl)ccc2O)cn(-c2ccccc2C)c1=O,-8,-7,-10,12,-6,-133,-34,-45,-0.42
CC(C)NC(=S)N/N=C1\CCCc2ccccc21,-25,11,2,-2,-1,-2,0,-2,-0.011
COCCCn1c(=S)[nH]c2sc3c(c2c1=O)CCCS3,-25,3,5,1,2,-11,-3,-6,53*
Cc1cc(SCC(=O)c2ccccc2)nc(C)n1,-10,7,-1,2,8,-5,-22,-1,-0.017
O=C(Cc1ccccc1F)Nc1ccc(Cl)nc1,-15[20 µM],3,-4,-2,-4,0,-16,5,-0.027
CC(=O)c1cc2c(cc1NC(=O)CN1CCC(Cc3ccccc3)CC1)OCO2,-21[20 µM],4,-15,-6,-7,-17,-7,-17[fluorescence artefact?],0.49
COc1ccc(-c2cc(C(=O)N3CCN(C(c4ccccc4)c4ccccc4)CC3)no2)cc1,-25,-4,-8,x,2,x,x,x,0.33
CCCCOc1ccc(/C=C/C(=O)OCC(=O)N2CC(=O)Nc3ccccc32)cc1OCC,-8,9,-1,-1[fluorescence artefact?],-5,0,-16,-3,-0.32
CCOc1ccccc1NC(=O)CSc1nnc(-c2cnccn2)n1C,-10,8,14,12[fluorescence artefact?],-3,-2,-11,-6[fluorescence artefact?],-0.083
CCCc1cc(NCc2ccccn2)n2nc(C)c(-c3ccccc3)c2n1,-7,2,-7,-1,0,-3,3,-6,-0.71
O=C1CSC(=Nc2ccccc2)N1,-23[20 µM],-4,8,0[fluorescence artefact?],22,-8,-3,-5,5.7*
Cc1ccccc1OCC(=O)NCC1CCCO1 (centres undefined),-16[20 µM],4,-10,2,-13,-5,-11,4,1.1
Cc1ccc(Nc2ncnc3sc(C)c(C)c23)cc1C,-4[20 µM],6,8,5,4,-13,-13,4,0.68
CCOC(=O)CN1CC23C=CC(O2)C(C(=O)O)C3C1=O (centres undefined),-21,2,-11,0,-5,1,-8,56,1
CC(=O)c1ccc(NC(=S)NCC(c2ccco2)N2CCCC2)cc1 (centres undefined),-16,-3,-6,-2,-6,-3,3,-12,-0.47
Cc1c(O)nc(SC2CC(=O)N(c3ccccc3)C2=O)[nH]c1=O (centres undefined),23[20 µM],-4,-9,1,5,-20,-10,3,x
CCCCOCCCNC(=O)COc1ccccc1,-11[20 µM],2,10,1,-6,-2,2,6,1.2
COC(=O)c1c(NS(=O)(=O)c2ccc(C)cc2)sc2c1CCC(C)C2 (centres undefined),-4[20 µM],x,-1,-10,-4,2,-12,-2,16*
Cc1ccc(C)c(NC2=NS(=O)(=O)c3ccccc32)c1,-19[20 µM],2,11,-3,-3,2,-1,-3,-0.46
N#Cc1cc(-c2ccccc2)nc(N2CCNCC2)n1,-16,x,7,3,14,-7,-16,1,-0.79

# Complete entries from above.
# CCCc1cc(NCc2ccccn2)n2nc(C)c(-c3ccccc3)c2n1 is listed as Furin inh = -7; Rad51 HR inh = 2; hK5 inh = -7; eIF4E 4G PPI = -1; Thrombin inh = 0; NCF1 inh = -3; EBV gp42 block = 3; 14-3-3 Bad inh = -6; KCC2 mod = -0.71
# CC(C)NC(=S)N/N=C1\CCCc2ccccc21 is listed as Furin inh = -25; Rad51 HR inh = 11; hK5 inh = 2; eIF4E 4G PPI = -2; Thrombin inh = -1; NCF1 inh = -2; EBV gp42 block = 0; 14-3-3 Bad inh = -2; KCC2 mod = -0.011

# Next part.
SMILES,Furin inh,Rad51 HR inh,hK5 inh,eIF4E 4G PPI,Thrombin inh,NCF1 inh,EBV gp42 block,14-3-3 Bad inh,KCC2 mod
C/C(=N\N=C(c1ccccc1)c1ccccc1)c1cccs1,3[20 µM],-2,-1,-2,1,-33,-15,-7,-0.82
O=C(Nc1ccc(S(=O)(=O)N2CCCCC2)cc1)c1ccc(CN2CCc3ccccc3C2)cc1,-24[20 µM],-1,-10,-3,-4,-21,-4,-6,-1.2
Cc1cc(C)cc(NC(=O)N2CCCCCCC2)c1,-20,-6,4,-9,-1,3,0,-1,0.48
CCCCCNC(=O)c1cc(S(=O)(=O)N2CCCCC2)ccc1F,-16,x,-14,-1,5,-9,-22,-2,0.58
CC(=O)Nc1ccc(C(=O)Cn2nnc3ccccc3c2=O)cc1,-25,5,3,-1[fluorescence artefact?],2,-10,-20,12[fluorescence artefact?],x
CCOc1ccc2c(c1)N(C(=O)CN1C(=O)CCC1=O)C(C)(C)C=C2C,-19,4,-5,-4,1,-5,0,-10,-0.077
Cc1cc(C(=O)Nc2ccon2)cs1,-24[20 µM],-13,3,-6,13,-6,-13,-6[fluorescence artefact?],-0.4
O=C(OCC(=O)N1CCN(C(=O)c2ccco2)CC1)c1cc(-c2cccc(Br)c2)nc2ccccc12,-10[20 µM],1,-10,-19,-7,-22,-2,-5,-1.4
COC(=O)CC1=NC(=O)CS1,-8,x,0,5[fluorescence artefact?],-2,-47,-19,-13[fluorescence artefact?],0.69
N/C(=N\OC(=O)c1cccc([N+](=O)[O-])c1)c1cccnc1,-28,6,14,-2[fluorescence artefact?],-1,-12,-15,-6,0.46
CCOc1cc(OCC)cc(C(=O)Nc2cccnc2)c1,-14,2,-14,-4,5,-17,-14,-9,-0.62
O=C(CSc1nc2ccc(NC(=O)CSc3nnnn3Cc3ccccc3)cc2s1)Nc1ccccc1,-21[20 µM],-6,-7,-6,-1,-19,-10,8[fluorescence artefact?],0.49
CCCCNC(=O)CSc1nc(CCC)nc2ccccc12,-17,1,-16,8,1,-2,13,1,-0.96
CCOC(=O)C1=C(c2ccccc2)O/C(=C(\C(=O)OC)C(F)(F)F)S1,7[20 µM],4,7,-1[fluorescence artefact?],1,-3,1,-3[fluorescence artefact?],x
Cc1cc(C)n2c(SCC(C)C)nnc2n1,-24,11,-2,-1,1,-9,-5,-5,-0.0056
Cc1ccc(CNC(=O)CCCn2c(=O)[nH]c3ccccc3c2=O)cc1,-25,5,-14,2,-4,-12,8,2,x
O=C(Nc1ncc(Cc2cccc(Cl)c2Cl)s1)C1CCCO1 (centres undefined),-12,4,3,-3,-5,-7,1,6,-2.7
COc1ccc(N2CCN(C(c3cc(OC)ccc3OC)c3nnnn3Cc3ccco3)CC2)cc1 (centres undefined),-27,-1,-13,-18,-1,-11,-7,65,-0.68
CCOc1ccccc1NC(=O)CN1C(=O)CSC(C)C1=O (centres undefined),-29,x,2,1,-2,x,-8,2,1.3
Cc1ccc(C(=O)N2CCSCC2)cc1,-25[20 µM],-3,3,1[fluorescence artefact?],-8,-4,5,-2[fluorescence artefact?],0.84
CCCCn1c(CCC(=O)O)nc2cc(S(=O)(=O)N(C)C)ccc21,-9,6,1,4,7,-3,-15,-9,0.97
CCOC(=O)C1=C(C)NC(=O)NC1,-16[20 µM],-4,-7,-1[fluorescence artefact?],1,-8,-3,-9,0.83
COc1ccc(CN2C(=O)NC3(CCCCC3)C2=O)cc1F,-6[20 µM],-1,-8,2,1,-3,-7,-2,-0.49

# High-throughput results: PubChem, several laboratories
